Screening results: PubChem BioAssay, several laboratories
NadD block = inhibitors of Staphylococcus aureus NadD | purified NadD enzyme, colorimetric absorbance read-out | inhibition, % at 20 µM | actives 0.78% (n = 360,000); in the data active = inhibition above about 26%; also: some compounds past the cut are filed as inactive
DNMT1 block = DNMT1 (human) enzyme inhibition | P26358 | DNMT1 molecular beacon, Hinp1I cleavage, fluorescence | inhibition (reported as % activation of signal), % at 10 µM | actives 0.83% (n = 360,000) | AID 588458; in the data active = inhibition above about 50%
Rpn11 inh = inhibitors of human proteasome Rpn11 | O00487 | human 26S proteasome, Ub4-pepOG fluorescence polarization; 20S core pre-blocked with epoxomicin | calls only at 20 µM | actives 0.59% (n = 360,000) | AID 588493;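 active = inhibition at 20 µM, scaled to each plate's controls, above about 33%, limit read from the data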
Scp1 inh = blocks human Scp-1 phosphatase activity | actives 0.88% (n = 340,000) | Q9GZU7 | inhibition, % at 20 µM | Recombinant Scp1, phosphopeptide, malachite green phosphate absorbance;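 active = inhibition above about 50% at 20 µM, limit read from the data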;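 also: plate controls were DMSO wells with enzyme for no effect and wells lacking enzyme for full effect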
Target sequence (Q9GZU7 76-261 limits assumed): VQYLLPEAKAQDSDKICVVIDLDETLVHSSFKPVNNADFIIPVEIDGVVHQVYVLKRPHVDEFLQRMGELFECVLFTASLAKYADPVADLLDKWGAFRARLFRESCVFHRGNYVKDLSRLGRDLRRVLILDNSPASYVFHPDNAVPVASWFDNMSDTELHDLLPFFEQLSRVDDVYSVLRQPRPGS
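Incubation: 45 min enzyme reaction at room temperature / System: truncated SCP-1 phosphatase (76-261aa) / Reagent: Phospho 17-mer peptide substrate / Buffer or medium: Acidic Tris acetate buffer with magnesium and detergent / Signal: absorbance at 630 nm / Doses: one concentration, 20 µM, with 1.0% DMSO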
TbMetRS inhib = blocks T. brucei methionyl-tRNA synthetase activity. inhibition, % at 11.9 µM. actives 0.4% (n = 360,000). AID 624268. purified T. brucei MetRS, ATP depletion, Kinase-Glo luminescence;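 active = inhibition above a per-plate cutoff of the control wells' mean inhibition plus 3 SD, cut at about 5.5% in these data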;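 also: 0% = DMSO wells median and 100% = median of wells with control inhibitor compound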
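Material: T. brucei methionyl-tRNA synthetase, purified; reagent: substrates ATP, L-methionine and bulk Escherichia coli tRNA; dosing: 11.9 µM single point; timing: 15 min plus 2 h at 25 °C; detection: luminescence of leftover ATP; evaluation: % inhibition; control set: DMSO-only wells as low control; replicates: singlicate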
SUMO1-SIM PPI = alters human SUMO1 binding to SIM partners. P63165. SUMO1 binding to a labelled peptide, TR-FRET, 1 h. inhibition, % at 20 µM. actives 0.33% (n = 360,000). AID 602429; in the data active = inhibition above about 37%
Target sequence (P63165 whole entry, looked up): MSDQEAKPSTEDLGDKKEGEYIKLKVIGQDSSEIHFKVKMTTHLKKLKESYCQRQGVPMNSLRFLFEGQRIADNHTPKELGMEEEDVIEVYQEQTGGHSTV
STEP block = inhibitors of human striatal-enriched phosphatase STEP | P54829 | recombinant STEP, OMFP fluorogenic substrate, fluorescence | inhibition, % at 20 µM | actives 0.25% (n = 360,000);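 active = inhibition at 20 µM, scaled per plate between control wells, above about 37%, limit read from the data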;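 also: 0% = DMSO with enzyme and substrate and 100% = substrate only without enzyme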
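System: isolated STEP enzyme; schedule: 20 min enzyme reaction at room temperature, protected from light; medium: Bis-Tris buffer pH 6.0, 2.5 mM DTT, 0.005% Tween 20; signal: fluorescence, 480/540 nm; dosing: single compound dose of 20 µM, 1% DMSO final; also added: OMFP substrate, 25 µM final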
MsrA inh = inhibitors of bovine MsrA; purified bovine MsrA, absorbance read-out; inhibition, % at 15.5 µM; actives 0.75% (n = 360,000); in the data active = inhibition above about 4.5%;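 also: 0% = vehicle wells with enzyme and 100% = reference inhibitor wells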
CSN inh = blocks human CSN-mediated cullin deneddylation | Purified CSN, SCF-Nedd8-OG deneddylation, fluorescence polarization | inhibition, % at 12.5 µM | actives 0.38% (n = 360,000) | AID 651999;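 active = pattern-corrected inhibition above about 35%, with an unprinted fluorescence ratio check between 0.5 and 1.5, limit read from the data, passing the limit was not always enough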;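 also: 0% = enzyme with substrate and 100% = substrate without enzyme; some results filed as inactive read as strong as hits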
Target sequence (Q92905 whole entry, looked up, one chain of several): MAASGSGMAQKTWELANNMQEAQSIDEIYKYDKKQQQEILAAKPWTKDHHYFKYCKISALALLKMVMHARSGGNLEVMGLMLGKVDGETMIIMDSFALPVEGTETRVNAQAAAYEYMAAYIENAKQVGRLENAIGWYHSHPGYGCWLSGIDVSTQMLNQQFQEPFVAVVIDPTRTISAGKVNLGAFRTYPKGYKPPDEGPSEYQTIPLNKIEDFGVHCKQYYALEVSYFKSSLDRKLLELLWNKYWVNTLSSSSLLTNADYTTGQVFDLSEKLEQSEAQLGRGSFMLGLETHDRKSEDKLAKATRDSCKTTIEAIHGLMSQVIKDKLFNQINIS
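Test system: purified human Csn5 enzyme expressed in HEK293T cells. Amount: 0.24 nM enzyme. Reagent: SCFSkp2-Nedd8OG substrate at 10 nM final. Schedule: 90 min incubation of compound, enzyme and substrate at room temperature. Detection: fluorescence polarization. Read-out: % inhibition of substrate cleavage by Csn5.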
LMPTP block = blocks human LMPTP phosphatase | P24666 | actives 0.22% (n = 360,000) | inhibition, % at 20 µM | recombinant LMPTP-A, OMFP fluorogenic substrate, fluorescence intensity;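 active = compounds that cut the enzyme signal by at least half of the control window in the single-dose screen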;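 also: plate controls were DMSO wells with enzyme plus substrate for no effect and substrate without enzyme for full effect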
Target sequence (P24666 whole entry, looked up): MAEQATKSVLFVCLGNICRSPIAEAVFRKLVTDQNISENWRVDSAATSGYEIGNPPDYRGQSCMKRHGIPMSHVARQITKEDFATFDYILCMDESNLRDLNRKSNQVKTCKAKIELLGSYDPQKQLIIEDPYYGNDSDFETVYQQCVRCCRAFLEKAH
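Test system – LMPTP-A enzyme · Amount – LMPTP-A at 0.625 nM final in the reaction · Buffer or medium – Bis-Tris pH 6.0, DTT, detergent · Reagent – OMFP 400 µM · Doses – single 20 µM dose · Schedule – reaction 50 min, room temperature, dark · Detection – fluorescence intensity of OMFP turnover product · Evaluation – percent inhibition versus substrate-only and uninhibited controls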
* marks the source's active call; other numbers are inactive results; i = inactive; · = no result given.

NadD block,DNMT1 block,Rpn11 inh,Scp1 inh,TbMetRS inhib,SUMO1-SIM PPI,STEP block,MsrA inh,CSN inh,LMPTP block,SMILES
3,4,i,-14,-1.6,-1,-1,-0.4,3,-1.1,CN(C)C=Nc1nonc1-c1ncn[nH]1
-6,-3,i,-4,0.4,-5,-3,0.1,-14,-0.1,Cc1ccc(NC(=S)NCCc2ccccc2)c(C)c1
1,1,i,-5,0.2,2,1,-0.7,-4,-0.3,CC1(C)Cc2c(cnn2-c2ccccc2)C(NC(=O)CCCN2CCCC2=O)C1 (centres undefined)
-3,-4,i,·,-0.2,0,-3,0.7,2,-0.4,N#Cc1ccccc1OCC(=O)NC1CCCCCC1
-2,-8,i,-8,-0.6,-3,-4,0.3,2,-0.1,Cc1ccc(NCCNc2ccc(C)cc2)cc1
4,0,i,1,0.4,4,2,0.2,0,-1.9,COc1ccc(CCNC(=O)C(=O)NCc2ccccc2)cc1OC
-5,-1,i,1,-0.8,1,-2,-0.1,1,-3.9,CCOC(=O)c1ccc(S(=O)(=O)N2CCN(CC(O)COc3ccc(C#N)cc3)CC2)cc1 (centres undefined)
-4,-9,i,-5,-0.2,3,-3,1.2,-2,1.2,CCN(CC(=O)Nc1ccc(OC)cc1)C(=O)c1ccc(NS(=O)(=O)c2ccc(C(C)=O)cc2)cc1
4,-3,i,-4,-0.1,0,-1,-0.7,-2,-1.0,COc1ccccc1NC(=O)CCSc1nnnn1C
5,11,i,0,-0.5,13,-2,0.0,2,1.4,Cc1ccc(NC(=O)COC(=O)c2ccc(-n3cnnn3)cc2)c(Br)c1
3,3,i,0,-0.4,-9,1,-0.3,-4,-1.0,Cc1nn(Cc2c(F)c(F)c(F)c(F)c2F)c(C)c1NC(=O)c1nn(C)cc1[N+](=O)[O-]
0,4,i,-1,0.4,1,-4,0.1,3,-0.6,O=C(CCn1c(=O)oc2ccccc21)N1CCN(c2ccccc2Cl)CC1
5,-3,i,0,-0.7,0,2,0.3,3,1.4,Cc1cc(NC(=O)CC23CC4CC(C2)CC(CC(=O)Nc2cc(C)on2)(C4)C3)no1
-7,-10,i,0,-0.1,0,-1,-0.1,-9,6.4,O=C(/C=C/c1ccc2c(c1)OCO2)NCCSCc1ccc(Cl)cc1Cl
1,-1,i,·,-1.2,6,2,0.8,-5,-0.1,CCN(CC)C(=O)C1=C(C)N(Cc2ccccc2)C(=O)C(CC(=O)NC2CC2)C1 (centres undefined)
-1,-7,i,-9,0.1,-3,-1,-1.2,-1,1.5,COc1ccc(C)cc1NS(=O)(=O)c1ccc2c(c1)N(C(C)=O)CCO2
-4,-3,i,-16,0.3,4,6,0.4,2,-0.1,CCc1ccc(NC(=O)C2CCN(S(=O)(=O)c3ccc4c(c3)CC(C)N4C(C)=O)CC2)cc1 (centres undefined)
5,-13,i,-8,0.4,3,0,1.4,-1,0.8,Cn1cccc1C(=O)OCC(=O)NCc1ccc2c(c1)OCO2
-4,-1,i,-3,-0.6,-3,-4,-0.5,-1,0.6,O=C(COC(=O)c1ccco1)Nc1ccc(N2CCOCC2)cc1
-2,-3,i,-1,-1.1,-3,-2,-1.4,2,-2.1,O=C(Cc1cccs1)Nc1ccc(-c2nnc(-c3ccco3)o2)cc1
11,3,i,-5,-1.2,0,1,-0.6,5,-1.2,COc1ccc(CCNC(=O)COc2cc(C)cc3oc(=O)cc(C)c23)cc1OC
1,-2,i,-2,-0.3,-1,-1,-0.7,-6,-0.2,O=C(NCc1cccnc1)c1cn(-c2ccccc2)nc1-c1cccs1
6,4,i,0,0.3,4,-2,0.6,1,-0.6,CN1OC[C@@H]2CN(C(=O)CCc3ccccc3)[C@H](c3cccc(N4CCOCC4)c3)C[C@@H]21
-2,85*,i,69*,-0.7,29,32,0.3,34,5.6,O=C(O)c1cccc(N2C(=O)c3cc([N+](=O)[O-])cc4cc([N+](=O)[O-])cc(c34)C2=O)c1
-2,4,i,-10,-1.0,-15,0,2.5,-1,1.5,CCn1c(SCC(N)=O)nc2sc3c(c2c1=O)CCN(C)C3
-7,7,i,10,0.4,-1,0,-0.6,2,-2.1,O=C(NCCN1CCN(Cc2ccccc2)CC1)C1CC(=O)N(C2CCCC2)C1 (centres undefined)
-5,2,i,-8,0.5,-8,6,1.6,4,-0.4,O=C(/C=C/c1cccc(Cl)c1)Nc1ccncc1
-4,7,i,0,-0.5,0,0,-0.3,-10,-0.9,COc1ccc(C(=O)Nc2ccc(N3CCN(Cc4ccccc4)CC3)cc2)cc1
-9,-3,i,-10,-0.8,-1,1,0.7,3,0.5,COc1ccc(NC(=O)c2c(F)c(F)c(F)c(F)c2F)cc1Cl
-5,2,i,0,-1.5,-1,-1,0.6,-1,0.0,COc1cccc(OCC(=O)Nc2ccccc2C(N)=O)c1

One compound at a time, as listed above. Screens in order: NadD block | DNMT1 block | Rpn11 inh | Scp1 inh | TbMetRS inhib | SUMO1-SIM PPI | STEP block | MsrA inh | CSN inh | LMPTP block
COc1cccc(OCC(=O)Nc2ccccc2C(N)=O)c1 is listed with -5 | 2 | i | 0 | -1.5 | -1 | -1 | 0.6 | -1 | 0.0
O=C(NCc1cccnc1)c1cn(-c2ccccc2)nc1-c1cccs1 is listed with 1 | -2 | i | -2 | -0.3 | -1 | -1 | -0.7 | -6 | -0.2
O=C(/C=C/c1cccc(Cl)c1)Nc1ccncc1 is listed with -5 | 2 | i | -8 | 0.5 | -8 | 6 | 1.6 | 4 | -0.4
CN1OC[C@@H]2CN(C(=O)CCc3ccccc3)[C@H](c3cccc(N4CCOCC4)c3)C[C@@H]21 is listed with 6 | 4 | i | 0 | 0.3 | 4 | -2 | 0.6 | 1 | -0.6

The list goes on.
NadD block,DNMT1 block,Rpn11 inh,Scp1 inh,TbMetRS inhib,SUMO1-SIM PPI,STEP block,MsrA inh,CSN inh,LMPTP block,SMILES
0,6,i,-8,-0.6,-1,-1,-1.0,1,-0.2,CC(C)(C)OC(=O)C[C@H]1C/C=C\C[C@@H](CC(=O)NCCO)C(=O)N[C@H](Cc2ccccc2)COC1=O
4,-4,i,-3,-0.5,-9,-1,2.0,2,-1.5,COc1ccccc1CNc1nc(C)c(C(C)=O)s1
-4,4,i,-7,0.0,-24,2,2.1,0,2.6,CCOC(=O)C(C(=O)OCC)C(C)(C)/C(C)=N\Nc1ccc([N+](=O)[O-])cc1[N+](=O)[O-]
4,-2,i,-10,0.2,5,4,0.7,-4,7.9,Cc1cc(N2CCN(c3ccc(F)cc3)CC2)nc2cc(O)ccc12
-3,1,i,-3,0.0,1,3,-0.1,8,-2.7,CCOc1ccc(S(=O)(=O)N(CC(=O)O)c2ccccc2)cc1
-5,1,i,-13,-0.4,-4,-2,0.0,1,0.1,O=C(NC1CCCCC1)C1CCCN(S(=O)(=O)c2cccc3cccnc23)C1 (centres undefined)
2,0,i,-1,-0.8,3,0,-0.4,1,0.1,CCCC(=O)c1cc(F)c(N2CCN(C(=O)OCC)CC2)cc1C
6,0,i,0,-0.2,-9,0,0.5,-1,-1.7,N#Cc1ccc(N2CCCC2C(=O)O)c([N+](=O)[O-])c1 (centres undefined)
10,-4,i,4,-0.1,1,7,-0.1,-2,5.3,CCCn1c(C2CCCN2c2nc(-c3ccc(C)cc3)cs2)nc2ccccc21 (centres undefined)
-5,1,i,-4,-1.1,1,4,-0.6,0,-0.4,CC(=O)NC1CC2CCCC(C1)N2CC(=O)Nc1ccccc1 (centres undefined)
-8,5,i,2,0.1,5,1,-0.6,11,0.9,COc1cc(-c2nc(-c3ccc(NC(=O)c4ccc5c(c4)OCO5)cc3)no2)cc(OC)c1OC
0,-1,i,-13,-0.3,-1,0,3.7,4,-1.4,CC1=CS/C(=C(/C#N)C(=O)NCc2ccco2)N1c1ccccc1
2,6,i,·,-0.3,2,2,1.4,3,-1.9,CCNC(=O)C1(C)CCCN1C(=O)c1cc(C)on1 (centres undefined)
-3,1,i,-9,0.0,-1,-3,-0.1,4,-2.4,Cc1cccc(N2CCN(C(=O)c3cn4ccccc4n3)CC2C)c1 (centres undefined)
12,-3,i,-7,-0.8,-2,1,·,-4,4.8,CCC(C)C1/C=C\CC(NC(=O)OCC2c3ccccc3-c3ccccc32)CC(=O)N1Cc1ccccc1 (centres undefined)
0,0,i,1,0.0,2,0,-0.3,0,-0.1,Cc1ccc(C2CN(CCC(N)=O)C(=O)CO2)cc1 (centres undefined)
-3,-1,i,-6,-0.3,-8,2,-1.3,-3,-1.6,C#CCNC(=O)/C=C/c1ccc(C)cc1
-3,-3,i,-10,-0.2,13,2,1.2,5,0.8,COc1cccc(N/C(SCc2ccccc2C)=C(/C#N)C(=O)NCc2cccs2)c1
0,-4,i,-12,-0.2,-1,-1,-0.5,-2,-0.4,Cc1ccc(C(=O)N2CCN(C(=O)c3ccc(C)cc3)C2)cc1
-5,0,i,1,-0.5,-2,3,0.0,0,-1.2,CCOC(=O)Cn1c(C)c(Br)c(COC)c(C#N)c1=O
-5,1,i,-1,-3.4,3,0,-0.9,2,2.2,C=C[C@@](C)(O)CC[C@@H]1[C@@]2(C)CCCC(C)(C)[C@@H]2CC[C@@]1(C)O
